Compound activity as filed in PubChem BioAssay.
Autophagy mod: modulators of autophagy; MEF GFP-LC3 puncta imaging; test concentration mostly 10 µM; AID 463193; 0.98% of 190,000 active; calls only at 10 µM (by protocol);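 active means percentage of spot-positive cells more than 3 SD above its plate mean, without a fluorescence outlier flag or 80% toxicity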;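 further: spot-positive cell cutoff set from DMSO-treated cells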
Ins promoter up: MIN6 insulin promoter up-regulation | MIN6 insulin promoter-GFP reporter, high-content imaging; active compounds read high | 0.3% of 190,000 active | z-score at 5 µM | AID 1625;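 active means z-score above 3 at 5 µM with at least 500 cells counted in the well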
MT stabilize HCS: microtubule stabilizers in HeLa cells; 0.83% of 200,000 active; % tubulin-high responders, % at 10 µM; HeLa tubulin immunostaining HCS, 24 h; share of cells brighter than vehicle mean+2SD; AID 2205;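 active means plate Z-score above 3 for both tubulin-high and condensed-nucleus cell shares, with cell loss under 80%, at 10 µM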;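 further: anti alpha tubulin signal scored within the nucleus-defined area of each cell; some results filed as inactive read as strong as hits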
WT yeast gro inh: growth inhibition of WT yeast, mitochondrial fusion screen. 2.1% of 190,000 active. inhibition, % at 10 µM. AID 1362. mitochondrial fusion phenotypic screen, WT strain; in the data active means inhibition above about 58%; tested in S. cerevisiae
Yfh1-off respiration: mitochondrial function rescue without frataxin homolog – Friedreich's ataxia, plus single-dose screen, dose response (AID 1465) | S. cerevisiae Yfh1-off respiration, WST-1 reduction, 72 h; higher fold induction means a stronger effect | fold induction at 50 µM; hits with a dose series show EC50 in µM | 0.074% of 220,000 active;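 active means fold induction of absorbance versus untreated yeast above a set limit, then at least 30% activation at any dose in follow-up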;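 further: activators that raise dye reduction in frataxin-depleted yeast; strong numbers were not always called active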
b-catenin transl: beta-catenin nuclear translocation modulation. 0.3% of 190,000 active. HeLa beta-catenin nuclear translocation, immunofluorescence imaging. nuclear translocation activity, % at 5 µM. AID 1665;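 active means nuclear translocation activity above 50% at 5 µM, with a well cell count of 50 or more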;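 further: per-cell ratio of nuclear to cytoplasmic median beta-catenin stain intensity; plate controls were DMSO negative control for no effect and GSK-3 inhibitor IX positive control for full effect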
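Technique: fluorescence imaging of beta-catenin antibody stain plus DAPI / Material: human HeLa cell line / Incubation: compound treatment 24 h, 37°C, 5% CO2 / Read-out basis: % activation of per-cell nuclear versus cytoplasmic median beta-catenin signal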
PMI inhibition: human PMI inhibitors, high substrate, primary screen, biochemical, fluorescence intensity, high mannose 6-phosphate (AID 1220). recombinant PMI enzyme, coupled fluorescence intensity; higher % means a stronger effect. one-dose inhibition, % at 20 µM; IC50 in µM for titrated hits. 0.66% of 190,000 active
Dynein transport: blocks dynein driven cargo transport along microtubules | 3617.4 mouse cells, GR-EGFP nuclear translocation imaging; test concentration mostly 20 µM; stimulated with dexamethasone, 1 µM; active compounds read low | z-score, hits read low | 0.47% of 220,000 active | AID 1381;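 active means plate z-score of nuclear minus cytoplasmic receptor signal below a set negative limit, without overly bright fluorescence or cell loss, cut at about -3.5 in these data, passing the limit was not always enough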;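 further: z-score of nuclear minus cytoplasmic ring GR-EGFP intensity difference per well; some compounds called inactive have numbers as strong as hits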
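Buffer or medium: tet-free, stripped-serum medium; reagent: dexamethasone at 1.0 µM final, 30 min; incubation: 48 h induction, 1 h compound, 30 min dex at 37 °C; measured by: formaldehyde fixation, Hoechst nuclear stain, 10x automated fluorescence imaging; read-out: nuclear-to-cytoplasmic GR-EGFP distribution per well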
PMI inhibitors: MPI enzyme activity inhibition – biochemical, fluorescence intensity, coupled assay, primary screen (AID 1209) | one-dose inhibition, % at 20 µM; IC50 in µM for titrated hits | purified PMI enzyme, coupled fluorescence intensity; higher % means a stronger effect | 0.42% of 190,000 active;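 further: plate controls were DMSO vehicle for no effect and wells lacking substrate for full effect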
WT yeast gro inh mutant strain: second read-out of WT yeast gro inh, no call of its own (marks repeat the call); inhibition, %; mitochondrial fusion phenotypic screen, mutant strain inhibition
Dynein transport cytoplasmic EGFP: also measured in Dynein transport; calls as there; z-score; measured here: cytoplasmic GR-EGFP intensity; active compounds read high
Dynein transport nuclear GR-EGFP: second read-out of Dynein transport, no call of its own (marks repeat the call); z-score; measured here: nuclear GR-EGFP intensity;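 lower value marks the stronger effect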
Dynein transport cell count: further read-out of Dynein transport, marked with its call; z-score; measured here: cell count per field
Ins promoter up cell count: also measured in Ins promoter up; calls as there; cell count; measured here: cytotoxicity, nuclei count;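 total cells summed across four imaged fields per well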
b-catenin transl cell count 5 µM: further read-out of b-catenin transl, marked with its call; cell count; measured here: cell count, cytotoxicity flag
MT stabilize HCS Hoechst-high %: further read-out of MT stabilize HCS, marked with its call; % Hoechst-high responders; measured here: nuclear condensation Hoechst responders;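 share of cells brighter than vehicle mean plus two SD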
MT stabilize HCS cytotoxicity %: recorded beside MT stabilize HCS, whose call it bears; toxicity, %; measured here: cytotoxicity by cell density;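 0% = mean cell density of plate MIN control wells and 100% = no cells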
Autophagy mod cell loss 18 h: further read-out of Autophagy mod, marked with its call; toxicity, %; measured here: cell loss, nuclei count;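 cell loss after 18 h compound exposure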
An asterisk follows results filed as active; i = inactive; · = not tested or not shown. Unless noted, no stated cut-off is given here; in the data, active means inhibition above about 50%; inactive means the rest.

canonical_smiles,Autophagy mod,Autophagy mod cell loss 18 h,Ins promoter up,Ins promoter up cell count,MT stabilize HCS,MT stabilize HCS Hoechst-high %,MT stabilize HCS cytotoxicity %,WT yeast gro inh,WT yeast gro inh mutant strain,Yfh1-off respiration,b-catenin transl,b-catenin transl cell count 5 µM,PMI inhibition,Dynein transport,Dynein transport cytoplasmic EGFP,Dynein transport nuclear GR-EGFP,Dynein transport cell count,PMI inhibitors
Cc1nc2ccccn2c1C(=O)N/N=C/c1cc(C)n(-c2ccc(Cl)cc2)c1C,i,1.9,-0.15,923,2.8,1.6,3.6,21.1,16.5,i,-1.3,1224,14.7%,-0.804,-0.181,-0.19,-0.895,5.6%
CCC(=O)Nc1nnc(Sc2ccc(N(C)C)cc2)s1,i,14.0,0.05,1398,2.3,1.1,10.6,-13.7,-2.3,·,0.8,1408,8.2%,-0.664,-0.241,-0.169,0.946,8.9%
NC(=S)Nc1cc2ccccc2c2ccccc12,i,1.8,-0.29,1458,4.4,1.9,5.1,21.3,-17.6,i,2.9,1039,65.4%*,0.215,0.127,0.384,-0.0326,67.5%*
CCC(=O)Nc1ccc(C(=O)NNC(=O)c2cc(OC)c(OC)c(OC)c2)cc1,i,-7.1,0.17,1526,2.6,1.2,0.8,9.3,1.4,i,-2.3,945,1.8%,1.22,-0.114,1.07,-1.03,2.7%
CCOC(=O)Cn1c(=O)c2c(nc(N3CCOCC3)n2C)n(C)c1=O,i,-11.6,-0.33,841,2.7,2.4,8.4,13.7,7.6,i,3.4,1113,-8.5%,0.471,-0.248,0.572,0.359,0.0%
CC(C)N(Cc1cnn(C)c1)Cc1nc(-c2ccc(Cl)cc2)no1,i,14.0,-0.93,1374,3.1,1.6,6.2,-5.3,-6.3,i,0.0,942,12.6%,-0.301,-0.292,0.319,0.506,9.5%
Cc1ccc2[nH]c(-c3cccc(N)c3)cc2c1,i,2.2,·,·,5.0,2.9,5.6,1.1,16.4,i,·,·,18.9%,-1.19,-0.337,-0.452,0.452,3.6%
Cn1c(SCc2ccc(Cl)cc2)nnc1C1CC1,i,25.8,0.09,1589,3.9,2.1,6.0,1.3,11.9,i,1.8,972,6.9%,0.00229,-0.299,0.177,-0.0843,7.7%
O=C(CCCCCn1c(=S)[nH]c2cc3c(cc2c1=O)OCO3)N1CCN(C2CCCCC2)CC1,i,-34.3,0.26,1420,3.0,1.5,6.3,-0.3,0.8,·,0.7,1383,13.2%,0.243,-0.321,-0.0512,0.0873,11.5%
Cc1ccc2cc(CN(CC3CCCO3)C(=O)NC3CCCCC3)c(=O)[nH]c2c1C (stereo unspecified),i,3.9,-1.25,783,3.1,1.3,10.7,19.1,-2.0,i,-3.7,779,-2.6%,-0.341,-0.277,0.42,-0.104,-0.8%
Cc1c(NC=C(C#N)C#N)c(=O)n(-c2ccccc2)n1C,i,-32.1,·,·,1.6,2.1,10.5,6.0,7.3,i,-0.2,1019,1.0%,0.0946,0.0505,0.291,0.1,4.3%
c1ccc2oc(-c3[nH]ncc3CN(Cc3ccncc3)CC3CCCO3)cc2c1 (stereo unspecified),i,-7.4,·,·,1.7,2.0,7.8,-8.4,-7.1,i,-0.3,957,2.5%,-0.446,-0.113,-0.278,-0.886,5.3%
COc1ccc(C2(C(=O)N3CCOCC3)CCOCC2)cc1OC,i,-5.0,0.01,1214,6.2,3.6,6.2,0.7,7.1,i,-6.2,966,4.2%,1.14,-0.205,0.466,-0.521,0.4%
COC(=O)CSc1nnc(CNc2nc(-c3ccccc3)cs2)n1C,i,-7.8,·,·,4.2,1.8,6.2,-11.9,-3.7,i,1.3,535,-16.9%,0.241,-0.23,0.105,-0.307,-20.2%
O/N=C/c1ccc2ccccc2c1,i,0.5,-0.57,1554,5.3,2.6,4.9,-29.9,-4.1,i,-0.2,1019,11.9%,0.302,-0.253,0.531,0.048,10.2%
Cc1nn(CC(=O)OCCOc2ccc(Br)cc2)c(C)c1[N+](=O)[O-],i,-5.1,-0.29,1292,3.7,2.5,7.3,-26.4,-29.3,i,0.8,1066,4.2%,0.652,-0.242,0.247,0.418,7.8%

Gathered by group: the entries above containing a Cl atom (3)
canonical_smiles,Autophagy mod,Autophagy mod cell loss 18 h,Ins promoter up,Ins promoter up cell count,MT stabilize HCS,MT stabilize HCS Hoechst-high %,MT stabilize HCS cytotoxicity %,WT yeast gro inh,WT yeast gro inh mutant strain,Yfh1-off respiration,b-catenin transl,b-catenin transl cell count 5 µM,PMI inhibition,Dynein transport,Dynein transport cytoplasmic EGFP,Dynein transport nuclear GR-EGFP,Dynein transport cell count,PMI inhibitors
Cc1nc2ccccn2c1C(=O)N/N=C/c1cc(C)n(-c2ccc(Cl)cc2)c1C,i,1.9,-0.15,923,2.8,1.6,3.6,21.1,16.5,i,-1.3,1224,14.7%,-0.804,-0.181,-0.19,-0.895,5.6%
CC(C)N(Cc1cnn(C)c1)Cc1nc(-c2ccc(Cl)cc2)no1,i,14.0,-0.93,1374,3.1,1.6,6.2,-5.3,-6.3,i,0.0,942,12.6%,-0.301,-0.292,0.319,0.506,9.5%
Cn1c(SCc2ccc(Cl)cc2)nnc1C1CC1,i,25.8,0.09,1589,3.9,2.1,6.0,1.3,11.9,i,1.8,972,6.9%,0.00229,-0.299,0.177,-0.0843,7.7%

More structures.
canonical_smiles,Autophagy mod,Autophagy mod cell loss 18 h,Ins promoter up,Ins promoter up cell count,MT stabilize HCS,MT stabilize HCS Hoechst-high %,MT stabilize HCS cytotoxicity %,WT yeast gro inh,WT yeast gro inh mutant strain,Yfh1-off respiration,b-catenin transl,b-catenin transl cell count 5 µM,PMI inhibition,Dynein transport,Dynein transport cytoplasmic EGFP,Dynein transport nuclear GR-EGFP,Dynein transport cell count,PMI inhibitors
O=C(CCc1c[nH]c2ccccc12)NC1CC1,i,-5.3,-0.05,901,1.4,0.8,9.3,·,·,i,0.3,1227,0.9%,-0.41,-0.0454,-0.102,0.408,1.1%
Cc1ccc(NC(=O)CC(=O)NCCN2CCOCC2)cc1,i,12.2,-0.09,1844,4.5,3.2,6.5,-14.0,-5.2,i,-2.7,1170,6.7%,-0.423,-0.216,-0.00351,0.389,6.2%
Cc1cc(C)nc(/N=C(/NC(=O)c2ccccc2)Nc2ccccc2)n1,i,-4.9,·,·,1.2,1.8,5.5,1.5,-53.4,i,-2.5,1224,-0.8%,-0.558,-0.438,-0.288,0.1,2.0%
CC(=O)Nc1ccc(NS(=O)(=O)c2c(Cl)cccc2Cl)cc1,·,·,0.69,1021,·,·,·,·,·,i,-0.2,1362,·,-1.16,-0.204,0.077,0.425,·
C#CCOCCOCCOCCNc1nc(N2CCOCC2)nc(N2CCN(C(=O)[C@H]([C@@H](C)CC)n3cc([C@@H](N)CO)nn3)CC2)n1,i,-0.9,0.36,1444,4.8,1.2,6.0,3.7,10.9,i,1.5,1050,-6.3%,1.48,-0.159,1.38,-1.71,-17.1%
CCOC(=O)c1cc(C)sc1NC(=O)CCC(=O)O,i,-9.0,0.13,891,2.8,1.2,10.4,6.5,10.6,i,0.5,1207,-1.2%,-0.0639,-0.472,0.0549,0.591,3.2%
O=C(OCCN1CCOCC1)C(c1ccccc1)c1ccccc1,i,-7.6,0.35,1192,2.1,2.7,10.4,-4.4,0.6,i,-5.5,828,5.8%,0.182,-0.15,0.644,-1.14,4.4%
CC1=CC(c2ccc(Cl)cc2)n2nc(NS(=O)(=O)c3ccc(C)cc3)nc2N1 (stereo unspecified),i,35.6,-0.05,896,1.9,1.4,8.4,4.1,19.0,i,-3.6,1207,17.2%,0.419,-0.181,0.866,0.503,0.4%
O=C(CNC(=O)Cc1ccccc1)NCC(=O)OCc1ccc(C(=O)c2ccccc2)cc1,i,11.3,-0.38,1621,4.5,2.7,4.9,6.8,7.1,i,1.4,1388,-6.9%,0.335,-0.132,0.634,0.302,-1.0%
CCOC(=O)C1=C(C)NC(=O)NC1c1cccc(O)c1 (stereo unspecified),i,-7.6,-0.05,1298,3.3,2.3,6.3,8.9,0.0,i,0.4,1226,-1.2%,0.374,-0.254,0.0943,0.0349,2.7%
CC1Oc2ccccc2OC1(O)c1ccccn1 (stereo unspecified),i,1.6,-0.12,1440,2.7,2.1,0.0,2.6,3.2,i,0.7,1083,-3.4%,1.84,-0.27,0.731,-0.929,5.4%
CCOc1cc(C(=O)NCCOC)cc(OCC)c1OCC,i,-6.0,0.25,1469,2.4,2.5,9.1,-5.9,-13.7,i,-4.6,987,14.1%,-0.178,-0.216,0.25,0.00893,12.5%
